From PubChem BioAssay
RORg inh – blocks mouse ROR gamma transcriptional activity | P51450 | Drosophila S2 Gal4-RORgamma UAS-luciferase reporter, 20 h | Potency, µM (top dose mostly 53.6 µM), for the others: at the highest dose activity change, negative = inhibition, actives largely listed as inhibitors | 5.4% of 310,000 active; further: potency means the concentration at half of the fitted maximal effect; on the % scale 0 is the no-effect control and ±100 the full control effect; nearly all actives have a fitted effect of over 60% in size
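Read-out: Photinus luciferase luminescence; inhibitors lower reporter signal. Insect Schneider cells with Gal4-ROR gamma fusion under metallothionein promoter, UAS reporter; 700 uM final copper sulfate induction, 20 hr, ambient temperature.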
NPC1 prom act – activates the NPC1 promoter | Huh7 NPC1 promoter luciferase reporter, 24 h | Potency, µM (top dose mostly 9.22 µM), for the others: at the top dose activation, most hits filed as activators | 2.4% of 320,000 active | AID 485313;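 further: potency means the concentration at half of the fitted maximal effect; % of control where 0% means no effect; nearly all actives have a fitted effect of over 60% in size; reporter is driven by a mutant NPC1 promoter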
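Stable NPC1-promoter luciferase Huh7 line; cpd (DMSO) 24 h, 37 °C, 5% CO2; Amplite luciferase reagent 10 min RT; luminescence readout. qHTS format.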
MBNL1-CUG inh – MBNL1-poly(CUG) RNA binding inhibition; TR-FRET MBNL1-His/biotin-(CUG)12 binding, 665/545 ratio; 0.036% of 280,000 active; Q9NR56; Potency, µM (doses to about 57.5 µM), for inactives: top-dose activity change, negative = inhibition, most hits filed as inhibitors; AID 2675; active means well fitted inhibition curve with a large enough effect in the signal ratio, with a control signal flat, not every such curve was filed as active; inconclusive means small, poorly fitted or top-dose-only effect, or effect the other way, or a change in a side signal; inactive means no such curve, though single readings can be large or run the other way; the % refers to the signal ratio; further: potency means the concentration at half of the fitted maximal effect; on the % scale 0 is the no-effect control and ±100 the full control effect
Target sequence (Q9NR56 whole entry, looked up): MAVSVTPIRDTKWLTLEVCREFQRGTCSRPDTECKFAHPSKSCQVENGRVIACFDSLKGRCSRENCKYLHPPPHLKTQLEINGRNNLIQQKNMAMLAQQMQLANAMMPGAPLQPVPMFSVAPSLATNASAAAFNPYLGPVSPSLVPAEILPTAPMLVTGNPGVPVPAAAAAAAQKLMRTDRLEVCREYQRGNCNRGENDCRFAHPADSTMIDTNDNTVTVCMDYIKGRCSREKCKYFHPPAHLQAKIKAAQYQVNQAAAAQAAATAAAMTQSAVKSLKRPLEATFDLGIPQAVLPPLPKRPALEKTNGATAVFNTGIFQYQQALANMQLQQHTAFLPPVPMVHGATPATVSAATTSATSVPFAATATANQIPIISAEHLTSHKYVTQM
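TR-FRET readout: Ex 340 nm, 665/545 nm emission ratio, normalized to buffer-only (basal) and MBNL1-(CUG)12 controls. Complex of MBNL1-His with Biotin-(CUG)12, compounds 92 nM–58 uM, incubated 60 min at room temperature.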
FLuc modulator – inhibits or activates purified firefly luciferase, miR-21 counter-screen | purified FLuc, Km substrates, luminescence inhibition | P08659 | Potency, µM (top dose mostly 57.5 µM), for the others: at the top dose activity change, negative = inhibition, usual class: inhibitors | 6.9% of 360,000 active;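 further: potency means the concentration at half of the fitted maximal effect; plate controls were vehicle for no effect and reference inhibitor for full effect; nearly all actives have a fitted effect of over 55% in size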
Target sequence (P08659 whole entry, looked up): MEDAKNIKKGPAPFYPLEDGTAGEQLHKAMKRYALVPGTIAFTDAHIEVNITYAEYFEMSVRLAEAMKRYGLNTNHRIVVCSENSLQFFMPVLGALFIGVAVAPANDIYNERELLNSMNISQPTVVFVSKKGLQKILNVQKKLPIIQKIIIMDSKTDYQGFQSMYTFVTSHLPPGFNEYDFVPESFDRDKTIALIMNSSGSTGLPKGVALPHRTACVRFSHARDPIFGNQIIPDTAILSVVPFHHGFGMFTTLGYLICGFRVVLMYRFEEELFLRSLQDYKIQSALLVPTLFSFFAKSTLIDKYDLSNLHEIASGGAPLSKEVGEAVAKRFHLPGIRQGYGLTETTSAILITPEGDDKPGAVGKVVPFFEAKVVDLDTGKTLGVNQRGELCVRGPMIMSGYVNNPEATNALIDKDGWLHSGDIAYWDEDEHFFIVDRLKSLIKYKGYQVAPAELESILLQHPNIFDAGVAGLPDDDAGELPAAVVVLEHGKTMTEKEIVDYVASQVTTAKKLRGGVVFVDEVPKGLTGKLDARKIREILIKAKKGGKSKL
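Biochemical qHTS of compounds, final roughly 60 µM downward over six points, against 10 nM purified firefly luciferase using Km concentrations of substrates (10 uM D-luciferin, 10 uM ATP) in Tris acetate pH 7.5 buffer; luminescence output.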
Mito fusion act – mitochondrial division inhibition or fusion activation; S. cerevisiae fusion-defective mutant growth rescue, CellTiterGlo 48 h; Potency, µM (doses to about 46.1 µM), for inactives: at the top dose growth rescue (activation), actives largely listed as activators; 0.23% of 320,000 active;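 further: potency means the concentration at half of the fitted maximal effect; % of control where 0% means no effect; nearly all actives have a fitted effect of over 45% in size; temperature-sensitive fusion mutants such as fzo1-1 at 37 °C on non-fermentable ethanol glycerol medium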
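Yeast fusion mutant, YPEG (non-fermentable carbon), compound, 48 h at 37C non-permissive; CellTiterGlo added, 10 min RT, luminescence read. Rescued growth = division inhibition.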
Menin MLL FP TR – displaces Texas Red mutant MLL peptide from human menin; Menin + Texas Red MLL mutant peptide, fluorescence polarization; O00255; 0.23% of 270,000 active; Potency, µM (top dose mostly 61.6 µM), for inactives: at the highest dose FP activity change, negative = inhibition, usual class: inhibitors; active means well fitted inhibition curve with a large enough effect in the polarisation, with a control signal flat, not every such curve was filed as active; inconclusive means small, poorly fitted or top-dose-only effect, or effect the other way, or a change in a side signal; inactive means no such curve, though single readings can be large or run the other way; the % refers to the polarisation; further: potency means the concentration at half of the fitted maximal effect; % of control where 0% means no effect; many of its hits are not listed in these tables
KCNH2 3.1 inh – blocks the human KCNH2 3.1 channel isoform; activity change, % (tested at about 1.8 µM); AID 720553; U2OS KCNH2 3.1, thallium flux FluxOr; active compounds read low; 0.95% of 340,000 active;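 active means maximum activity change below -70%; inconclusive means maximum activity change from -70% to -50%; inactive means maximum activity change above -50%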;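 further: thallium influx rate constant from kinetic fluorescence after stimulation buffer; on the % scale 0 is the no-effect control and ±100 the full control effect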
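Measured as rate of thallium-driven FluxOr signal in transduced U2OS cells carrying the 3.1 channel, read kinetically for 2 min upon stimulation; values are rate constants scaled to DMSO control wells.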
ELG1 DNA repair – inhibitors of ELG1-dependent DNA repair in HEK293T cells. HEK293T ELG1-luciferase reporter, luminescence, 16 h; DNA damage induced by 5-fluorouridine. Potency, µM (titrated, usually from 46.1 µM), for inactives: at the highest dose activity change, negative = inhibition, hits mostly inhibitors. 2.3% of 330,000 active; further: potency means the concentration at half of the fitted maximal effect; on the % scale 0 is the no-effect control and ±100 the full control effect; nearly all actives have a fitted effect of over 55% in size
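HEK293T cells expressing luciferase-tagged ELG1 (2,000/well) received 5-Fluorouridine plus compound or DMSO for 16 hr at 37 °C. Luciferase was read by ONE-Glo luminescence after 30 min at room temperature.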
PKM2 activator – PKM2 (human) enzyme activation. 0.34% of 260,000 active. purified PKM2, Kinase-Glo ATP luminescence, activation; response scale: 0% is enzyme alone, no compound. Potency, µM (series often up to 57.5 µM), without a hit: at the highest dose activation, most hits filed as activators; further: potency means the concentration at half of the fitted maximal effect; on the % scale 0 is the no-effect control and ±100 the full control effect; nearly all actives have a fitted effect of over 55% in size
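Purified hPK-M2 (>95%) run at intermediate activity with 0.1 mM ADP and 0.5 mM PEP in 50 mM imidazole pH 7.2, KCl, MgCl2; 1 h room temperature. ATP formed read by Kinase-Glo luminescence; normalized to uninhibited and no-enzyme controls.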
Rab9 promoter act – Rab9 promoter activation; Huh7 Rab9 promoter-luciferase reporter, luminescence, 24 h; Potency, µM (highest dose often 9.22 µM), without a hit: at the highest dose activation, negative = inhibition, actives largely listed as activators; 2.8% of 320,000 active; AID 485297; further: potency means the concentration at half of the fitted maximal effect; % of control where 0% means no effect; nearly all actives have a fitted effect of over 60% in size
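Rab9 promoter-driven luciferase in stably transfected Huh7 cells; 1500 cells/well rested 2 h, exposed to compound in DMSO for 24 h at 37 °C, 5% CO2. Luminescence read 10 min after adding luciferase reagent at ambient temperature.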
Gal4-VP16 FLuc – inhibits Gal4-VP16 luciferase reporter, ROR gamma counter-screen. Drosophila S2 Gal4-VP16 UAS-luciferase, luminescence, 20 h. Potency, µM (series often up to 53.6 µM), inactives show at the top dose activity, negative = inhibition, actives largely listed as inhibitors. 3.5% of 310,000 active. AID 2546;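 further: Gal4-VP16 expression switched on by copper sulfate through the metallothionein promoter; potency means the concentration at half of the fitted maximal effect; on the % scale 0 is the no-effect control and ±100 the full control effect; nearly all actives have a fitted effect of over 50% in size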
Numbers without * were called inactive; ? = inconclusive; nt = not tested or not shown; [ ] = remark or other dose. Unless noted, the call rests on the fitted dose curve; in most records, active means well fitted curve in the direction sought with a large enough effect; inconclusive means small, poorly fitted or top-dose-only effect, or another doubt; inactive means no such curve, though single readings can be large; an effect the other way counts as inactive or inconclusive.

SMILES	RORg inh	NPC1 prom act	MBNL1-CUG inh	FLuc modulator	Mito fusion act	Menin MLL FP TR	KCNH2 3.1 inh	ELG1 DNA repair	PKM2 activator	Rab9 promoter act	Gal4-VP16 FLuc
O=S1(=O)N=C(N(CCO)/N=C/c2ccccc2F)c2ccccc21	-2%	-8%	11%	2%	5%	-5%	25	-17%	nt	0%[1.84 µM]	8%
C=CCNC(=O)/C(C#N)=C/c1cn(-c2ccccc2)nc1-c1ccc(OC)c([N+](=O)[O-])c1	-8%	-4%	-2%	-1%	2%	-4%	-2	?	7%	-10%	-8%
COc1ccc(NC(=O)c2ccc3c(c2)OCO3)cc1Cl	-16%	0.89µM*	17%	1.9µM*	-1%	17%	3	?	-11%	1.4µM*	-4%
C=CCn1c(-c2ccoc2)n[nH]c1=S	11µM*	2%	-9%	0%	-8%	3%	5	-4%	0%	2%	18µM*
CCN(CC(=O)Nc1ccccc1OC)C(=O)CN1C(=O)NC(C)(c2ccccc2)C1=O (centres undefined)	nt	0%	nt	1%	-1%	nt	9	0%	nt	-2%	nt
Cc1cccc(CSc2nnc(-c3ccco3)o2)c1	1%	18%	-1%	?	1%	15%	11	?	-2%	16%	?
COc1ccc(S(=O)(=O)N2CCOC2CNC(=O)C(=O)NCCc2ccccc2OC)cc1C (centres undefined)	-4%	-2%	3%	-2%	0%	5%	-17	?	0%	-1%	1%
O=C(CCNS(=O)(=O)c1ccccc1F)NCc1ccc2c(c1)OCO2	-9%	-2%	-5%	3%	2%	0%	1	0%	-8%	-7%	-3%
COc1ccc(-c2noc(CN3CCCCC3c3nccn3C)n2)cc1 (centres undefined)	3.5µM*	-5%	-3%	-1%	-12%	-13%	31	0%	-18%	0%	?
O=C(NCCN1CCOCC1)c1cnn2c(-c3ccccc3)cc(-c3ccccc3)nc12	42%	-7%	?	-2%	9%	?	-3	?	1%	-2%	-5%
C[C@@H](CSc1ccccc1)CN1CC[C@H](NC(=O)OCc2ccccc2)CCC1=O	30%	3%	10%	5%	10%	0%	-3	?	2%	-4%	0%
CN(C)c1ccc(Nc2nc(N)c([N+](=O)[O-])c(N3CCOCC3)n2)cc1	24%	-3%	?	?	-9%	1%	4	16µM*	-8%	5%	-2%
Cc1csc(NC(=O)CCc2c(C)nc3cc(-c4ccc(Cl)cc4)nn3c2C)n1	3%	1%	-30%	11µM*	5%	25%	-8	?	-1%	-2%	?
O=C(NCCN1CCOCC1)c1ccc(=O)oc1	-3%	1%	16%	3%	4%	-4%	2	0%	-7%	-3%	-7%
O=C(Cc1ccc(-n2c(=O)c3sccc3n(CC(=O)Nc3ccccc3)c2=O)cc1)NCc1ccco1	26%	-6%	14%	3%	5%	-4%	11	-20%	0%	-8%	10%
O=C(CN1CCCCC1)Nc1cc(Cl)ccc1Oc1ccccc1	7%	0%	-6%	-11%	4%	?	-3	?	0%	-3%	1%
NC(=S)N/N=C/c1ccc([N+](=O)[O-])cc1	?	-2%	?	2%	5%	2%	nt	?	-15%	2%	-7%
Cc1cc(C(=O)CSc2nc(N)cc(N)n2)c(C)n1-c1cccc(F)c1	37%	3%	-6%	24µM*	5%	-4%	6	18%	-1%	-5%	9%
CC(=O)Nc1ccccc1OCC(=O)NC(C)c1ccccc1 (centres undefined)	?	-3%	-9%	0%	-8%	-5%	9	7%	-1%	?	-4%
CCc1ccccc1Oc1ccc(S(=O)(=O)N2CCN(C)CC2)cn1	nt	14%	nt	-17%	-2%	nt	-3	?	nt	15%	nt
O=C(CNC1CCCCC1)Nc1cccc(C(F)(F)F)c1	3%	-1%	7%	1%	-8%	-15%	-12	-7%	-4%[11.5 µM]	-2%	1%
Cc1ccccc1NS(=O)(=O)c1nnc(NC(=O)c2ccccc2C)s1	5%	-4%	-2%	?	1%	13%	12	7%	-4%	-4%	-1%
O=C(c1ccc(NC2=NC3CS(=O)(=O)CC3S2)cc1)N1CCc2ccccc2C1 (centres undefined)	-15%	1%	-6%	0%	2%	-12%	-15	5%	6%	0%	12%
COc1ccc(-c2nc(NC(=O)CSc3nnc4ccccn34)ns2)cc1	20%	30%	5%	12µM*	-2%	-1%	8	?	4%	2%	11%
CCOC(=O)C(C#N)=C1CCN(Cc2ccccc2)CC1	-8%	-1%	-8%	-3%	4%	7%	6	-6%	nt	0%	-12%
CCC(=O)c1ccc(OCC(O)CN2CCN(S(=O)(=O)N3CCCCC3)CC2)cc1 (centres undefined)	?	-2%	5%	4%	-6%	1%	-11	?	2%	-5%	8%
Cc1cc(Cl)ccc1OCC(=O)Nc1ccc(CN2CCOCC2)cc1	nt	-4%	-1%	?	-3%	1%	-7	?	-3%	-2%	nt
O=C(N/N=C/c1ccccc1O)C(=O)N1CCCCCC1	13µM*	-7%	4%	?	3%	nt	-4	-1%	-10%	-3%	13µM*
CCOc1ccc(Nc2oc(-c3cccs3)nc2C#N)cc1	9%	nt	1%	-16%	3%	?	4	nt	-2%	nt	-5%
CCN(c1ccc(NC(=O)CCc2nc3sc4c(c3c(=O)[nH]2)CCCC4)cc1)C(C)C	nt	-5%	nt	-7%	-1%	nt	-1	12%	nt	-1%	nt
O=C(CNC(c1ccccc1)c1ccccc1)Nc1ccc(F)cc1	16%[10 µM]	0%	nt	0%	-1%	8%	10	-4%	-22%	-9%	-6%
Cn1ncc2c(c(SCc3ccc(Cl)cc3Cl)nn2C)c1=O	2%	1%	-8%	-15%	21%	nt	-15	-28%	-3%	-3%	2%
S=C(Nc1ccccc1)Nc1ccccc1-n1cccc1	4.5µM*	0%	39%[activator]	-1%	-7%	nt	0	1%	5%	-1%	16µM*
CCOC(=O)Cc1csc(N(C)C)n1	-4%	0%	2%	2%	-8%	5%	9	?	-3%	-15%	-2%
Cc1cc(C)cc(N(C(=O)CNS(=O)(=O)c2ccccc2)C(C(=O)NCc2ccccc2)c2ccc(C)o2)c1 (centres undefined)	?	-3%	0%	4%	-5%	0%	6	?	-1%	-2%	?
O=C(Cc1ccccc1)NNC(=O)Cc1ccccc1	11%	-4%	4%	-1%	-7%	3%	-3	5%	1%	-2%	4%
COc1ccccc1NC(=O)C1CCN(S(=O)(=O)c2ccc3c(c2)NC(=O)CO3)CC1	-2%	0%	-8%	1%	31%	nt	16	6%	nt	-10%	-5%
COc1ccccc1NS(=O)(=O)c1ccc(C)c(C(=O)N2CCCC2)c1	nt	-4%	nt	2%	-3%	nt	-9	3%	nt	4%	nt
CC(=O)Nc1ccc(S(=O)(=O)N(C)CC(=O)N/N=C/c2ccc(C(=O)O)cc2)cc1	?	-4%	7%	3%	-2%	4%	-36	1%	0%	-2%	-11%
CCNC(=O)COc1ccc(OCc2ccccc2)cc1	?	10%	-2%	?	-1%	-2%	-5	?	-2%	18%	?
Cc1c(Cl)cccc1NC(=O)CCC(=O)N/N=C/c1ccc[nH]1	?	-38%[inhibitor]	?	0%	-1%	2%	-35	-1%	4%	-40%[inhibitor]	?
Cc1cc(Br)ccc1NC(=O)CN(C)C(=O)c1ccc2ccccc2n1	nt	1%	nt	?	9%	nt	4	?	nt	2%	nt
O=C(Cc1ccc(Cl)c(Cl)c1)NNC(=S)NCC1CCCO1 (centres undefined)	?	-5%	-2%	3%	-13%	nt	2	-15%	nt	-14%	-14%
CC(C)(C)C(=O)Oc1cccc(Nc2ncnc3ccccc23)c1	nt	-1%	0%	?	18%	2%	3	-21%	-2%	2%	nt
COc1cccc(-n2c(Cc3cc(=O)[nH]c(=O)[nH]3)nnc2SCC(=O)Nc2ccccc2)c1	-7%	-1%	1%	0%	2%	0%[11.7 µM]	3	3%	-1%	-9%	-4%
O=C(COC(=O)c1cnccn1)c1ccc(OC(=O)c2ccccc2)cc1	28%	-3%	2%	?	-5%	5%	-7	?	-2%	-5%	1%
CCC(Sc1nc2c(cnn2-c2ccc(Cl)cc2)c(=O)[nH]1)C(=O)OC (centres undefined)	-1%	1%	-8%	-2%	-2%	5%	14	9%	-6%	2%	1%
CCOC(=O)Cn1nnc2c(sc3nc4c(c(-c5ccc(Cl)cc5)c32)CCC4)c1=O	?	0%	-5%	2%	-2%	nt	-10	-25%	-4%	-6%	?
C/C(=N\NC(=O)c1ccoc1C)c1ccccc1O	0.16µM*	-27%	-3%	15µM*	5%	4%	22	?	-13%	-16%	0.71µM*

Only part of the results is shown. The share of hits here may be higher or lower than overall.
